Screening results deposited in PubChem by several laboratories.
HTR5A ag ctr – counter-screen for OPRM1-OPRD1 agonists: human HTR5A agonism; hit rate 0.61% among 340,000; P47898; activation, % at 9.3 µM; HTR5A agonist assay, luminescence, cell-based; AID 504692; in the data active = activation mostly above about 9.5%, no sharp cut-off; inactive = mostly below about 7.6%;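 also: 0% = cells with vehicle only and 100% = reference agonist; strong numbers were not always called active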
SR-BI DiI inh – mouse SR-BI HDL lipid transfer inhibition; Q61009; inhibition, % at 12.5 µM; hit rate 0.96% among 320,000; AID 488896; ldlA[mSR-BI] CHO cells, DiI-HDL uptake fluorescence, 3 h;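 active = mean replicate inhibition of at least 70% and a set share of replicates each scoring 70 or more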;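 also: 0% = median of neutral control wells and 100% = median of positive control wells; values of inactives mirror those of a sister screen read the other way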
Target sequence (Q61009 whole entry, looked up): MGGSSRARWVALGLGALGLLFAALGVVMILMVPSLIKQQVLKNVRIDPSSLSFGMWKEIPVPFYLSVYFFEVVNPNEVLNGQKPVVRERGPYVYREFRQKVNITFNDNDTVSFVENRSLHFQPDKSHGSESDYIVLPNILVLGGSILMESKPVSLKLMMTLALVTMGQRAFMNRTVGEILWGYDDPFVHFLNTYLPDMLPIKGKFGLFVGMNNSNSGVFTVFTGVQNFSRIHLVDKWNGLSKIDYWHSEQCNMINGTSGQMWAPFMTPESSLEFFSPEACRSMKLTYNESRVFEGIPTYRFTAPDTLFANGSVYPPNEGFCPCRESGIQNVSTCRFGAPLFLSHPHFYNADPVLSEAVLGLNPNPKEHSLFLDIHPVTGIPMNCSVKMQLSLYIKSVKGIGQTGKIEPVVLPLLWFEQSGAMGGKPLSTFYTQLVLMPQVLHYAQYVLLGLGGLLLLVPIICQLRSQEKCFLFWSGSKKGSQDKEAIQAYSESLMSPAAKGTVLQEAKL
Rtt109 Vps75 – C. albicans Rtt109 histone acetyltransferase inhibition; purified Rtt109/Vps75, ThioGlo CoA-SH fluorescence, 4 h; hit rate 0.16% among 330,000; Q5AAJ8; inhibition, % at 34.9 µM; AID 540336;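 active = inhibition of at least 50% in every replicate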
SR-BI DiI-HDL act – SR-BI HDL lipid transfer activation. activation, % at 12.5 µM. AID 504775. CHO ldlA[mSR-BI] cells, DiI-HDL uptake fluorescence, 3 h; 100 = double the neutral-control signal. hit rate 0.096% among 320,000;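 active = mean replicate activation of at least 60% and every replicate at or above 60%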;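 also: 0% = median plate neutral-control signal and 100% = twice that signal; values of inactives mirror those of a sister screen read the other way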
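Material: SR-BI-overexpressing, LDLR-lacking CHO cells; schedule: compound exposure 3 h, 37 °C; reagent: DiI-labelled HDL at 10 µg/mL final; technique: bottom-read fluorescence, 550/595 nm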
MITF act – MITF TRPM1 promoter activation in melanoma cells; SK-MEL-5 TRPM1-promoter luciferase, 24 h; % of positive control, neutral wells = 0; activation, % at 12.5 µM; hit rate 0.75% among 300,000;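 active = mean activation of at least 80% with every replicate also reaching 80%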;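 also: 0% = neutral control wells and 100% = parthenolide positive control wells; values of inactives mirror those of a sister screen read the other way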
cardiac RTF act – increases calcium sensitivity of human cardiac regulated thin filaments; IANBD-labeled TnC RTF fluorescence at EC20 calcium; 0% EC20 calcium, 100% full calcium; hit rate 0.24% among 340,000; activation, % at 7.2 µM;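 active = activation above the mean over all tested compounds plus 3 SD, cut at about 30% in these data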;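 also: rise in fluorescence read as greater calcium sensitivity of cardiac thin filaments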
Wnt bcat act – activates Wnt/beta-catenin signaling in a reporter cell assay. hit rate 1.2% among 300,000. activation, % at 9.35 µM. activator, plate reader; in the data active = activation above about 30%, passing the limit was not always enough;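 also: 0% = neutral control wells and 100% = positive control wells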
PvdQ acylase – blocks Pseudomonas aeruginosa PvdQ acylase activity | purified PvdQ acylase, fluorescence plate reader | inhibition, % at 10 µM | hit rate 0.063% among 340,000 | AID 488965; in the data active = inhibition above about 30%, passing the limit was not always enough;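 also: 0% = vehicle neutral wells and 100% = reference inhibitor wells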
dFosB act – mouse delta FosB homodimer activation; P13346; purified delta FosB, TAMRA-CDK5 oligo fluorescence polarization; percent of positive-control signal above neutral wells; activation, % at 25 µM; hit rate 0.99% among 340,000; AID 493131;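 active = mean activation above about 17%, with every replicate also reaching it, limit read from the data, passing the limit was not always enough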;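 also: fluorescence polarization rise as delta FosB binds a TAMRA Cdk5 AP-1 oligo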
Target sequence (P13346 whole entry, looked up): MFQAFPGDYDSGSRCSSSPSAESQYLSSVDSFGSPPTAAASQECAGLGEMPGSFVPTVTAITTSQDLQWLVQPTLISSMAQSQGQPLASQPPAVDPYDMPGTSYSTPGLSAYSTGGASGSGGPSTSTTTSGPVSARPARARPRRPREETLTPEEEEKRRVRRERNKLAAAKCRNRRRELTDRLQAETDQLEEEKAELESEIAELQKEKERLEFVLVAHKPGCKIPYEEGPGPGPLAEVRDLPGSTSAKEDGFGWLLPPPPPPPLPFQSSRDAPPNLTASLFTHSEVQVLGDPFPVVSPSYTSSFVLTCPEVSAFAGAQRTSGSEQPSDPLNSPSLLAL
CDK5 p35 inh – blocks human CDK5/p35 kinase activity; Q00535+Q15078; Recombinant CDK5/p35, ADP-Glo luminescence, 60 min; inhibition, % at 10 µM; hit rate 0.01% among 330,000; AID 488839;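 active = highest replicate inhibition of at least 50% and at least 75% of replicates reaching 50%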;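 also: plate controls were DMSO neutral control for no effect and GW8510 at 10 µM for full effect; many of its hits are not listed in these tables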
Starred values were filed as active, the others as inactive; · = not tested or not shown; & = joins results of further samples.

SMILES	HTR5A ag ctr	SR-BI DiI inh	Rtt109 Vps75	SR-BI DiI-HDL act	MITF act	cardiac RTF act	Wnt bcat act	PvdQ acylase	dFosB act	CDK5 p35 inh
CC(=O)Nc1ccc(C2=CC(=O)C[C@H](c3ccc4c(c3)OCO4)C2)cc1	0	16	3	-16	-2	4	3	-7	-13	1.1
O=S(=O)(c1ccc(Br)cc1)N1CCOC12CCCCC2	·	-2	-17	2	4	·	-2	-11	0	-0.8
COc1ccc(C(=O)NCc2cn3cccc(C)c3n2)cc1OC	1	-4	0	4	·	5	0	-1	-2	1.0
COc1ccc(N2CCN(C(CNC(=O)C(=O)NCCc3c[nH]c4ccccc34)c3ccco3)CC2)cc1 (stereo unspecified)	6	41	-24	-41	14	-1	-4	-6	8	2.4
CCn1cc(C(C)NC(=O)Nc2ccc3c(c2)OCO3)c(C)n1 (stereo unspecified)	-1	-4	-6	4	-3	-2	-1	2	-11	0.9
CC(C)C(=O)Nc1ccc2c(c1)nc(CCN1CCN(c3ccccn3)CC1)n2C	-5	15	4	-15	-2	-8	1	1	3	-1.1
C/C(N)=C(/C#N)C(=O)CSc1nc2ccccc2n1CC(C)C	0	5	10	-5	-7	-6	4	4	3	0.9
CC1=C(C)CC(C(=O)Nc2ccc(C(=O)N3CCOCC3)cc2)C(C(=O)O)C1 (stereo unspecified)	3	3	-4	-3	5	-1	0	-11	7	1.0
CCC(=O)NCC(c1cccs1)N1CCOCC1 (stereo unspecified)	4	-24	-6	24	-5	5	-1	-12	-11	0.3
COc1ccccc1CCC(=O)Nc1ccc(C)cc1Cl	-1	-8	7	8	66	7	-1	-7	-4	-3.4
CCC(C)NC(=O)C1CCN(S(=O)(=O)CC)CC1 (stereo unspecified)	-2	·	-21	·	0	3	4	0	2	3.1
O=C(Nn1cnnc1)c1cccc(S(=O)(=O)N2CCOCC2)c1	3	-11	-2	11	-9	-1	1	4	0	-1.3
CC1O[C@@H](OC2C(O)C(C)O[C@H](OC(=O)[C@]34CCC(C)(C)C[C@H]3C3=CCC5[C@@]6(C)CC(O)C(O[C@@H]7OC(CO)C(O)[C@@H](O)[C@@H]7O)[C@@](C)(C(=O)O)C6CC[C@@]5(C)[C@]3(CO)CC4)C2O[C@H]2OC(C)[C@@H](O[C@@H]3OCC(O[C@@H]4OC(CO)C(O)[C@H](O)C4O)[C@@H](O)[C@@H]3O)[C@H](O)C2O)C(O)C(O)C1O (stereo partly specified)	4	-24	6	24	-3	-3	2	-10	1	-0.2
O=C(O)C1CCC(C(=O)O)O1 (stereo unspecified)	0	-2	15	2	2	-1	-2	1	6	-0.4
CCN(C(=O)COC(=O)c1ccc([N+](=O)[O-])o1)C1CCCCC1	1	-16	1	16	-20	-6	-1	-8	1	-0.3
COc1ccc(CCNC(=O)c2cc(=O)n(C)c(=O)n2C)cc1OC	4	-1	-8	1	5	-9	3	-4	-3	-0.1
CCCCC(=O)Nc1c(O)c2ccccc2[nH]c1=O	0	13	-37	-13	6	-4	-1	-14	-4	-0.1
O=C(Nc1cccnc1)C1COc2ccccc2O1 (stereo unspecified)	4	-38	-12	38	7	2	·	-15	-1	-1.8
COC(=O)c1ccc(C(=O)OC)c(NC(=O)CSCc2ccccc2Br)c1	-5	-5	-4	5	13	0	·	-1	0	-1.2
CC(C)CCn1c(=S)[nH]c2ncccc2c1=O	4	-12	6	12	-2	-3	·	-11	2	0.4
C=CCc1cc(/C=N/n2cnnc2)cc(OCC)c1O	-4	-8	3	8	·	-1	-4	-2	-5	0.1
Cc1cccc(OC(=O)c2sc(Cl)nc2C)c1	2	-17	0	17	15	1	·	-9	7	1.3
Cc1cc(SCC(=O)c2ccc(O)c(O)c2)nc2ccccc12	-1	11	-10	-11	11	3	-5	0	5	2.1
CC(=O)/C(=N/Nc1cccc(Cl)c1)Sc1nnc(C(O)c2ccccc2)n1-c1ccccc1 (stereo unspecified)	-9	11	8	-11	-4	0	-3	13	-5	-0.1
O=C(Nc1ccc2cn[nH]c2c1)c1c(Cl)cccc1Cl	-3	2	1	-2	7	1	3	3	4	4.0

Compound profiles (already shown). Screens in order: HTR5A ag ctr | SR-BI DiI inh | Rtt109 Vps75 | SR-BI DiI-HDL act | MITF act | cardiac RTF act | Wnt bcat act | PvdQ acylase | dFosB act | CDK5 p35 inh
Shown for O=C(Nc1ccc2cn[nH]c2c1)c1c(Cl)cccc1Cl = -3 | 2 | 1 | -2 | 7 | 1 | 3 | 3 | 4 | 4.0
Shown for CCN(C(=O)COC(=O)c1ccc([N+](=O)[O-])o1)C1CCCCC1 = 1 | -16 | 1 | 16 | -20 | -6 | -1 | -8 | 1 | -0.3
Shown for O=C(O)C1CCC(C(=O)O)O1 (stereo unspecified) = 0 | -2 | 15 | 2 | 2 | -1 | -2 | 1 | 6 | -0.4

Later entries
SMILES	HTR5A ag ctr	SR-BI DiI inh	Rtt109 Vps75	SR-BI DiI-HDL act	MITF act	cardiac RTF act	Wnt bcat act	PvdQ acylase	dFosB act	CDK5 p35 inh
CC1CCN(c2nc3c(c(=O)n(C)c(=O)n3C)n2CCSc2ncccn2)CC1	-3	-17	4	17	12	2	-3	0	0	0.7
CCOC(=O)COn1c(=O)c(-c2cc3ccccc3o2)[n+]([O-])c2ccccc21	-2	10	-7	-10	·	20	21	-4	-7	-3.2
COc1ccc2c(c1)C(C)CC(C)(C)N2C(=O)CSc1ncn[nH]1 (stereo unspecified)	3	4	-1	-4	-8	1	·	-26	-6	-0.4
Cc1ccc2c(c1)C(=O)CC(c1ccc3c(c1)OCCO3)O2 (stereo unspecified)	-4	-15	-4	15	58	0	9	-4	-5	0.4
Cc1cc(C)nc(N2CCC(C(=O)NC3CCCc4ccccc43)CC2)n1 (stereo unspecified)	-1	-27	1	27	10	2	·	-5	-13	6.0
C[C@H]1O[C@H](O[C@H]2[C@H](O[C@@H]3CC[C@@]4(C)C(CC[C@]5(C)C4CC=C4[C@@H]6CC(C)(C)CC[C@]6(C(=O)O[C@@H]6O[C@H](CO)[C@@H](O)[C@H](O)[C@H]6O)CC[C@]45C)C3(C)C)O[C@H](C(=O)O)[C@@H](O)[C@@H]2O)[C@@H](O)[C@@H](O)[C@@H]1O (stereo partly specified)	1	-4	18	4	-3	3	-1	11	-8	2.3
CN(C(=O)c1ccccc1C(=O)OCC(=O)Nc1cccc(Br)c1)c1ccccc1	2	6	7	-6	0	2	-4	5	-5	-0.2
O=C1NC(=S)N/C1=C\c1cccc([N+](=O)[O-])c1	-4	-16	-18	16	5	5	·	-2	5	2.2
COc1ccc(-c2ccc3c(c2)C2CC3CCN2C(=O)C2CCCCC2)cc1 (stereo unspecified)	-6	6	-2	-6	-14	-8	-3	20	-3	-0.2
CCOC(=O)c1cc2ccc(OC)cc2oc1=O	1	-25	-75	25	60	2	7	15	-4	-0.8
Cc1c(Cl)cccc1NC(=S)NCC(C)C	0	3	·	-3	-11	-3	0	-10	-5	-0.1
Cc1ccc(NC(=O)Cn2c3ccc(F)cc3c3nc4n(c(=O)c32)CCS4)cc1F	-1	41	0	-41	3	4	-4	-6	13	0.4
CCCCCC(=O)Nc1cc2[nH]c(=O)cc(COC)c2cc1C	-4	13	-10	-13	1	7	-6	-11	-1	-4.2
Cc1cccc(CSc2nnc(-c3cnccn3)n2C)c1	2	-3	2	3	·	2	6	-21	-1	-9.3
CCOC(=O)c1c(N)sc2c(OC)c(Br)ccc12	-3	19	-3	-19	40	-8	-2	-7	-6	-1.3
Cc1ccc(/C=C/C(=O)c2c(C)nc3ccccn23)cc1	1	-13	-2	13	·	-3	·	0	-25	-2.1
O=C(O)CNS(=O)(=O)c1ccc2c(c1)C(=O)c1cc(S(=O)(=O)NCC(=O)O)ccc1-2	-1	-19	5	19	·	-2	0	-9	-2	0.7
c1ccc(-n2ncc3c(N4CCN(CCOc5cccc6ccccc56)CC4)ncnc32)cc1	3	25	-8	-25	-12	0	-7	-6	1	-3.7
C#CCOCCOCCOCCNc1nc(N2CCN(C(=O)Cn3cc(CCCCN)nn3)CC2)nc(N2CCN(C(=O)Cn3cc(CCCN=C(N)N)nn3)CC2)n1	-8	-28	-4	28	8	-1	1	5	-3	-0.8
Cc1cnc(NC(=O)CN2CCN(c3ccccn3)CC2)s1	0	-9	-1	9	15	2	-8	-6	4	1.9
COC(=O)C1=NNC(C(=O)c2ccco2)C1c1ccccc1 (stereo unspecified)	-6	-17	-3	17	-1	15	-1	-25	-3	-0.8
Cc1ccc(CSc2cc(C)[nH]c(=O)n2)cc1	0	-19	2	19	15	2	-1	-7	-10	·
O=C(c1ccccc1)c1ccccc1C(=O)c1ccccc1	0	17	4	-17	8	16	-1&-1	1	-4	-2.1
NS(=O)(=O)c1cccc(NC(=O)COC(=O)c2cc([N+](=O)[O-])ccc2N2CCCC2)c1	-2	26	6	-26	6	7	-1	-13	1	-0.6
CC(C)OCCCNC(=O)C(Cc1ccccc1)NS(=O)(=O)c1ccc2c(c1)CCC(=O)N2 (stereo unspecified)	-3	1	-7	-1	-3	-1	-2	-9	-9	0.0
SMILES	HTR5A ag ctr	SR-BI DiI inh	Rtt109 Vps75	SR-BI DiI-HDL act	MITF act	cardiac RTF act	Wnt bcat act	PvdQ acylase	dFosB act	CDK5 p35 inh
CCCCc1nc(SCC(=O)Nc2cccc(Cl)c2)n[nH]1	6	-2	1	2	-10	0	1	2	-3	0.7
COc1cccc(C(=O)N(C)CC2CCN(CCc3cccc(C(F)(F)F)c3)CC2)c1	-4	2	6	-2	·	7	-3	-7	-4	0.7
CCc1ccc(OCCOCCN2CCN(C)CC2)cc1	0	·	3	·	-4	5	0	-11	-5	-1.7
Cc1cc(=O)oc2cc(NC(=S)NNC(=O)c3c(Cl)cnn3C)ccc12	-2	6	1	-5	-7	-4	-3	-13	-10	-8.6
O=C(c1cccc([N+](=O)[O-])c1)N1CCN(S(=O)(=O)/C=C/c2ccccc2)CC1	4	-14	13	14	-3	-2	10	-5	-7	0.4
CCn1c(C)c(C2=CCN(S(=O)(=O)c3ccc(C)cc3)CC2)c2ccccc21	4	·	-2	·	10	1	·	3	14	-0.8
CN(C)S(=O)(=O)c1cccc(NC(=O)COC(=O)/C=C/c2ccco2)c1	2	20	5	-20	9	-5	·	13	1	-0.9
Cc1csc(=O)n1CC(=O)OCC(=O)NNC(=O)c1ccc([N+](=O)[O-])cc1	4	-14	12	14	-10	-5	-3	8	-7	-0.4
CCCOc1ccc(-c2nn(-c3ccccc3)cc2/C=C2\SC(=S)N(C3CCS(=O)(=O)C3)C2=O)cc1 (stereo unspecified)	-1	-17	7	17	9	-8	·	0	-3	0.4
COC(=O)C1CN(C(=O)COc2ccc(Cl)cc2Cl)c2ccccc2O1 (stereo unspecified)	1	-6	-6	6	7	5	-2	-14	-7	0.3
CCOC(=O)CNC(=O)C1c2ccccc2C(=O)N(c2ccc(OC)cc2)C1c1ccc(OC)cc1 (stereo unspecified)	-2	-4	15	4	6	-6	·	8	-10	1.3
CN(CCc1ccccc1)C(=O)c1cccc(NC(=O)Cc2cccc(NC(=O)C3CCCN(C(=O)C4CCCC4)C3)c2)c1 (stereo unspecified)	0	60	-5	-60	-11	-2	-1	-11	-14	-4.3
COc1ccc(-n2c(=S)[nH]c(=O)c3cccnc32)cc1	0	-1	2	1	3	-2	-2	-11	-8	0.1
O=C(CSc1nnc(Cc2ccccc2)o1)c1ccc(F)cc1	-2	-1	·	1	·	1	2	2	-5	-0.5

Compounds were not picked by outcome; overall some 4.4% were active at least once.
